CRFR2-BP antag: blocks CRF-induced signaling of the CRF-BP/CRF-R2 complex | inhibition, % at 11.8 µM | AID 588475 | HEK293 CRF-R2/CRF-BP, CRF-induced calcium fluorescence | actives 0.59% (n = 350,000);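 active = inhibition of the ligand-induced calcium signal above about 50% at the single tested concentration, limit read from the data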
CHRM4 PAM: CHRM4 positive allosteric modulation | P08173 | CHO-K1 hM4/Gqi5, Fluo-8 calcium fluorescence, ACh EC20; 0% = ACh EC20, 100% = maximal ACh | activation, % at 3 µM | actives 0.4% (n = 360,000) | AID 624126;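 active = activation above its plate's cutoff, the mean activation of sample wells plus 3 SD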; also: some results filed as inactive read as strong as hits
Target sequence (P08173 whole entry, looked up): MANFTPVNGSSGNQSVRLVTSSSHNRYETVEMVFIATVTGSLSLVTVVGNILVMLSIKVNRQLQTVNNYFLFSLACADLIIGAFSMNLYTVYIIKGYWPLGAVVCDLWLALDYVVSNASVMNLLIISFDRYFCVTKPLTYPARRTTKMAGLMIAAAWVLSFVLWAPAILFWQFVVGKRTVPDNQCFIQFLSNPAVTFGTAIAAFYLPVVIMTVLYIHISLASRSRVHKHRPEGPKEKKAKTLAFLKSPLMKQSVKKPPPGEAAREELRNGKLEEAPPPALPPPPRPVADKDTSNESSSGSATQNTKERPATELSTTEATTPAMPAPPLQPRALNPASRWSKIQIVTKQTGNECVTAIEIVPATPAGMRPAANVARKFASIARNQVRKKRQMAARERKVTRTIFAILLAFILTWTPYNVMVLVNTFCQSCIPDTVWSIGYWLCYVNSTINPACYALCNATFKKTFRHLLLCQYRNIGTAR
CRFR2-BP ag: agonists of human CRF-binding protein/CRF-R2 receptor complex; activation, % at 13.2 µM; actives 0.46% (n = 350,000); HEK293 CRF-R2/CRF-BP, calcium dye fluorescence (FLIPR); percent of saturating CRF peptide response; AID 588473;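 active = activation of at least 50%, plus an integration ratio under a set limit after plate pattern correction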;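 also: plate controls were neutral control wells without compound for no effect and CRF at EC100 for full effect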
GalR3 antagonist: human GalR3 antagonism. inhibition, % at 3 µM. actives 0.44% (n = 360,000). HEK293 GalR3-CNG cAMP membrane potential fluorescence; galR3 body fused to GalR1 C-terminus. O60755. AID 651719;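 active = inhibition above the screen-wide average plus 3 SD, cut at about 13% in these data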;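 also: forskolin and galanin both at EC90 stimulate the cells; cAMP rise reported by CNG channel membrane potential dye signal; 0% = forskolin plus galanin with DMSO and 100% = forskolin alone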
IDE inh: cellular human IDE inhibition | actives 0.41% (n = 320,000) | HEK cells, FAbetaB cleavage, fluorescence polarization | inhibition, % at 5.59 µM | P14735 | AID 434962;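 active = percent inhibition above the average of all tested compounds plus 3 SD, set per screening campaign, cut at about 16% in these data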;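 also: IDE supplied by intact live HEK cells; FP after avidin binding of uncleaved biotin substrate so inhibition keeps polarization high; 0% = DMSO wells and 100% = 60 µM reference IDE inhibitor Ii1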
* marks the source's active call; other numbers are inactive results; . = not tested or not shown.

The opening 10 records, ahead of the listing:
Labels used below: A = CRFR2-BP antag; B = CHRM4 PAM; C = CRFR2-BP ag; D = GalR3 antagonist; E = IDE inh
molecule: CCOC(=O)[C@]12Cc3c(cc(OC)c(OC)c3OC)[C@H]1N(C)C(=O)c1cc(OC)ccc12
  A: .; B: 8; C: .; D: 0; E: .

molecule: N#CC12c3ccccc3C(=O)N1Cc1cnnn1-c1ccccc12 (stereo not given)
  A: .; B: 3; C: .; D: -2; E: .

molecule: COc1ccc(C(c2nnnn2-c2ccc3c(c2)OCCO3)N2CCC3(CC2)C(=O)NCN3c2ccccc2)cc1 (stereo not given)
  A: .; B: 0; C: .; D: -5; E: .

molecule: O=C1CC2OCC=C3CN4CCC56c7ccccc7N1C5C2C3CC46O (stereo not given)
  A: .; B: 2; C: .; D: -7; E: .

molecule: O=c1[nH]c2ccccc2n1C1CCN(C(c2ccccc2OC(F)(F)F)c2nnnn2-c2ccc3c(c2)OCCO3)CC1 (stereo not given)
  A: .; B: -6; C: .; D: 1; E: .

molecule: Clc1cccc(N2Cc3ccccc3-n3nncc3C2)c1
  A: .; B: 1; C: .; D: -6; E: .

molecule: CCOC(=O)[C@]12Cc3cc(C)ccc3[C@H]1N(Cc1ccccc1)C(=O)c1cc(OC)ccc12
  A: .; B: 0; C: .; D: -6; E: .

molecule: Cc1cccc2nc(-c3ccccc3)c(-c3ccc(CN4CCC(n5c(=O)[nH]c6ccccc65)CC4)cc3)nc12
  A: .; B: 0; C: .; D: -8; E: .

molecule: CN1CC2CN(Cc3ccccc3)S(=O)(=O)C2C1 (stereo not given)
  A: .; B: -2; C: .; D: -5; E: .

molecule: NC(Cc1ccc(F)cc1)c1csc(Nc2ccccn2)n1 (stereo not given)
  A: .; B: -6; C: .; D: -10; E: .

This part in full (from the top)
Labels used below: A = CRFR2-BP antag; B = CHRM4 PAM; C = CRFR2-BP ag; D = GalR3 antagonist; E = IDE inh
molecule: CCOC(=O)[C@]12Cc3c(cc(OC)c(OC)c3OC)[C@H]1N(C)C(=O)c1cc(OC)ccc12
  A: .; B: 8; C: .; D: 0; E: .

molecule: N#CC12c3ccccc3C(=O)N1Cc1cnnn1-c1ccccc12 (stereo not given)
  A: .; B: 3; C: .; D: -2; E: .

molecule: COc1ccc(C(c2nnnn2-c2ccc3c(c2)OCCO3)N2CCC3(CC2)C(=O)NCN3c2ccccc2)cc1 (stereo not given)
  A: .; B: 0; C: .; D: -5; E: .

molecule: O=C1CC2OCC=C3CN4CCC56c7ccccc7N1C5C2C3CC46O (stereo not given)
  A: .; B: 2; C: .; D: -7; E: .

molecule: O=c1[nH]c2ccccc2n1C1CCN(C(c2ccccc2OC(F)(F)F)c2nnnn2-c2ccc3c(c2)OCCO3)CC1 (stereo not given)
  A: .; B: -6; C: .; D: 1; E: .

molecule: Clc1cccc(N2Cc3ccccc3-n3nncc3C2)c1
  A: .; B: 1; C: .; D: -6; E: .

molecule: CCOC(=O)[C@]12Cc3cc(C)ccc3[C@H]1N(Cc1ccccc1)C(=O)c1cc(OC)ccc12
  A: .; B: 0; C: .; D: -6; E: .

molecule: Cc1cccc2nc(-c3ccccc3)c(-c3ccc(CN4CCC(n5c(=O)[nH]c6ccccc65)CC4)cc3)nc12
  A: .; B: 0; C: .; D: -8; E: .

molecule: CN1CC2CN(Cc3ccccc3)S(=O)(=O)C2C1 (stereo not given)
  A: .; B: -2; C: .; D: -5; E: .

molecule: NC(Cc1ccc(F)cc1)c1csc(Nc2ccccn2)n1 (stereo not given)
  A: .; B: -6; C: .; D: -10; E: .

molecule: Cc1cc(Br)cn2c(CC(=O)N3CCCCC3)c(-c3ccc(F)cc3)nc12
  A: .; B: 4; C: .; D: -7; E: .

molecule: c1ccc(-c2ccc3c(c2)CNCc2cnnn2-3)cc1
  A: .; B: -3; C: .; D: -5; E: .

molecule: CCCCn1nnnc1C(c1cccs1)N1CCC2(CC1)C(=O)NCN2c1ccccc1 (stereo not given)
  A: .; B: -7; C: .; D: -4; E: .

molecule: CO[C@H]1C=CCCC=CC(=O)O[C@H]([C@H](C)C(=O)CCCC2CC(=O)NC(=O)C2)C(C)=C[C@@H](C)[C@@H]1O
  A: .; B: 11; C: .; D: -7; E: .

molecule: Fc1ccc(N2Cc3ccccc3-n3nncc3C2)cc1
  A: .; B: -6; C: .; D: -6; E: .

molecule: O=S(=O)(c1cc(Cl)cc(Cl)c1)N1Cc2cc(-c3cccc(F)c3)ccc2-n2nncc2C1
  A: .; B: 3; C: .; D: 0; E: .

molecule: COc1ccc(-n2nnnc2C(CCSC)N2CCC(n3c(=O)[nH]c4ccccc43)CC2)cc1 (stereo not given)
  A: .; B: -13; C: .; D: 3; E: .

molecule: c1cc2c(cc1-c1ccc3c(c1)OCO3)CNCc1cnnn1-2
  A: .; B: 0; C: .; D: -8; E: .

molecule: COc1ccc(-c2ccc3c(c2)CN(C(=S)NCCc2ccccc2)Cc2cnnn2-3)cc1
  A: .; B: -6; C: .; D: -5; E: .

molecule: CCCCCN1C(=O)c2ccccc2[C@@]2(C(=O)OCC)Cc3cc(Cl)ccc3[C@@H]12
  A: .; B: 14; C: .; D: -7; E: .

molecule: CCOC(=O)[C@]12Cc3cc(Cl)ccc3[C@H]1N(Cc1ccccc1)C(=O)c1cc(OC)ccc12
  A: .; B: -3; C: .; D: -8; E: .

molecule: NC(Cc1ccc(F)cc1)c1csc(Nc2cnccn2)n1 (stereo not given)
  A: .; B: 10; C: .; D: -5; E: .

molecule: O=C1NCN(c2ccccc2)C12CCN(C(c1cccc3ccccc13)c1nnnn1-c1ccc3c(c1)OCCO3)CC2 (stereo not given)
  A: .; B: 2; C: .; D: -5; E: .

molecule: c1ccc2c(CCN3CCCCC3)c[nH]c2c1
  A: .; B: 10; C: .; D: -6; E: .

molecule: CCOC(=O)[C@]12Cc3cc4ccccc4cc3[C@H]1N(Cc1ccccc1)C(=O)c1ccccc12
  A: .; B: 2; C: .; D: -7; E: .

molecule: COc1ccc(CN2Cc3cc(-c4ccc(OC)cc4)ccc3-n3nncc3C2)cc1
  A: .; B: -10; C: .; D: 4; E: .

molecule: CSCCC(c1nnnn1-c1c(C)cccc1C)N1CCC(n2c(=O)[nH]c3ccccc32)CC1 (stereo not given)
  A: .; B: 4; C: .; D: 0; E: .

molecule: Cc1ccc(S(=O)(=O)N2Cc3cc(-c4cccc(F)c4)ccc3-n3nncc3C2)cc1
  A: .; B: 1; C: .; D: -1; E: .

molecule: O=C1NCN(c2ccccc2)C12CCN(C(c1ccccc1)c1nnnn1Cc1ccccc1)CC2 (stereo not given)
  A: .; B: -9; C: .; D: -6; E: .

molecule: C=C1C(O)[C@@H]2O[C@]3(CC[C@H](/C=C/C(C)[C@@H]4CC(C)=CC5(O[C@H](C[C@@](C)(O)C(=O)O)CCC5O)O4)O3)CC[C@H]2O[C@@H]1C(O)CC(C)[C@H]1OC2(CCCCO2)CCC1C (stereo not given in full)
  A: 8; B: .; C: -1.2; D: .; E: 3

A portion of the library; count on the stated rates, not on these rows.
